From PubChem BioAssay
mcGAS inh: blocks mouse cGAS activity | Q8C6L5 | 160,000 compounds, 0.15% hits | recombinant cGAS, Kinase-Glo ATP depletion luminescence | inhibition, % at 12.5 µM;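 note: 0% = negative control wells and 100% = reference inhibitor with no enzyme activity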
NPYLR7 ag: mosquito NPYLR7 agonism | 270,000 compounds, 0.15% hits | HEK293T NPYLR7/Galpha15, GCaMP6s calcium fluorescence | activation, % at 10 µM; in the data active = activation above about 40%;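 note: 0% = vehicle and 100% = reference agonist at the receptor; some compounds past the cut are filed as inactive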
hcGAS inh: inhibitors of human cGAS; inhibition, % at 12.5 µM; Q8N884; 290,000 compounds, 0.081% hits; recombinant h-cGAS, ATP depletion, Kinase-Glo luminescence;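 note: 0% = vehicle reaction and 100% = reaction without DNA for no activity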
Target sequence (Q8N884 whole entry, looked up): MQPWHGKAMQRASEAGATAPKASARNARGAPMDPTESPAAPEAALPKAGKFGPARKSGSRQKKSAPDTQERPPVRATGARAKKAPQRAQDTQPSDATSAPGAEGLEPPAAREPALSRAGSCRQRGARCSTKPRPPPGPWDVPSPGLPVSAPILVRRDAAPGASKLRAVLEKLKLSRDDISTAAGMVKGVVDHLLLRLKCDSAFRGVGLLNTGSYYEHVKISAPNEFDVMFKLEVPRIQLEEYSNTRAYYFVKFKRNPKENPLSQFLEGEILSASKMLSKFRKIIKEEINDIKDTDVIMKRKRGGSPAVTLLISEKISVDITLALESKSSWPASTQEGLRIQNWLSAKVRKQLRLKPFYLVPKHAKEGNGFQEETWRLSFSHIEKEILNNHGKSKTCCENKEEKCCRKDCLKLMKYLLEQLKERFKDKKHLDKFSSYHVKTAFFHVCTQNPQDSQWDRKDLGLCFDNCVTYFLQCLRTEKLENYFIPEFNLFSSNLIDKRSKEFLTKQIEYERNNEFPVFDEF
An asterisk follows results filed as active; · = not tested or not shown. Cut-off read from the data, not from the text of the source, unless noted: active = inhibition above about 40%; inactive = the rest.

SMILES	mcGAS inh	NPYLR7 ag	hcGAS inh
Cc1ccc(NC(=O)CSCC(=O)NCCc2ccccc2)c(C)c1	·	-2	1
COc1cccc(-c2cc(CO)no2)c1	·	-6	-3
CN1CC[C@H](c2c(O)cc(O)c3c(=O)cc(-c4ccccc4Cl)oc23)[C@H](O)C1	-12	2	-3
Cc1cc(C)n(Cc2cc(C(=O)N(C)C(C)c3cccs3)n[nH]2)n1 (stereo unspecified)	·	13	-8
CC1CCCN(C(=O)Cn2nc3c(-c4nc(-c5ccc(Cl)cc5)no4)cccn3c2=O)C1 (stereo unspecified)	-4	-6	-5
CCN1CCC(N(C)C(=O)Nc2ccc(CC#N)cc2)C(C)C1 (stereo unspecified)	·	-20	-7
CN(CC(=O)Nc1ccc(OC(F)(F)F)cc1)c1cn[nH]c(=O)c1Cl	-16	13	-11
CCCC(=O)OCC(=O)Nc1ccc2ccccc2c1	·	5	-8
Cc1cnc(-c2nc(C(C)C)nn2-c2cccc3cccnc23)cn1	·	15	-3
COC(=O)CSc1nnc(C)c(=O)[nH]1	-5	6	4
Cc1ccccc1NC(=O)CC(=O)N(C)CCN1CCCCC1=O	·	-2	2
O=C(Cn1nc(-c2ccccc2)c2sc(N3CCCCC3)nc2c1=O)N1CCCc2ccccc21	-3	-3	-5
Cc1ccc(NC(=O)Nc2ccc(N(C)C)c(C(=O)NCCc3ccccc3)c2)c(C)c1	-4	2	3
CC(C)C(=O)N1CCC1(C)C(=O)Nc1ccccc1OC(F)F (stereo unspecified)	-8	7	-17
Cn1c(=O)n(Cc2c(F)cccc2Cl)c(=O)c2c1nc1n2CCCN1C1CCCCC1	-7	7	-5
COCc1nc(C)nc(N2CCN(C(=O)C3CC3)CC2)c1Cc1cccc(Cl)c1	-5	-4	-5
C=CCCC(=O)N1CCN(Cc2cc(=O)c(OCc3ccc(SC)cc3)co2)CC1	-6	6	-3
COc1ccc(NC(C)C(=O)N(C)C2CCCCC2)cc1OC (stereo unspecified)	·	1	-14
COCCCn1c(C(=O)Nc2cccc(NC(C)=O)c2)cc2c(=O)n(C)c(=O)n(C)c21	-7	-2	-2
Cc1nc2sc(C)c(C)n2c(=O)c1NC(=O)c1ccco1	·	13	-9
CC(C)OCC(O)CN(C)C1CCCN(c2ccccc2)C1 (stereo unspecified)	·	0	-15
O=c1c2ccc(Cl)cc2[nH]c(=S)n1C1CCCCC1	·	20	2
Cc1c(C)n2c3c(=O)n(C)c(=O)n(C)c3nc2n1Cc1ccccc1	·	8	-3
COCC(=O)Nc1ccc(N(C)C)c(CN(CC2CC2)C(=O)c2ccccc2Cl)c1	-5	3	-7
Cc1cccc(CN2CCC(Nc3ccc(S(=O)(=O)N4CCN(C)CC4)cn3)CC2)c1	·	8	-9
O=C(NCC1(c2ccccc2)CCC1)c1cnc2[nH]c(=O)[nH]c(=O)c2c1	-12	11	-5
Cc1ccc(S(=O)(=O)N(C)C)cc1C(=O)Nc1cccc(Cl)c1F	·	6	-6
CC(C)CNC(=O)c1ccc2c(=O)n(Cc3ccccc3)c3nn(Cc4ccccc4F)c(=O)n3c2c1	-8	·	-4
C=CCNc1ccccc1C(=O)NCCN1CCCC1	-8	5	-1
O=C(Nc1nnc(C2CCCCC2)s1)C1CCCO1 (stereo unspecified)	·	8	-14
Cc1csc(NC(=O)CSc2nc(=O)n(N3CCN(C)CC3)c3c2CCC3)n1	-9	-3	-9
Cc1ccc(-n2nc(C(=O)N(C)Cc3ccco3)nc2Cc2ccccc2)cc1	-6	·	-9
COc1ccc(NS(=O)(=O)c2cnc[nH]2)cc1Cl	·	13	-3
Cc1cccnc1C(=O)N1CCc2nnc(CCc3ccccc3)n2CC1	-14	2	-6
CCOC(=O)C1C(C)=NC2=C(C(=O)c3ccccc32)C1c1ccc([N+](=O)[O-])o1 (stereo unspecified)	·	-1	-1
C=CCOc1cccn2c(N(C)C(=O)c3ccc(OC)cc3)c(CC)nc12	-5	9	-3
CC1CC(=O)Nc2c1c(NC(=O)CC1CCCC1)nn2C (stereo unspecified)	-11	-16	-4
CCc1ccccc1OC1CN(C2CCNCC2)C1	·	4	-5
CN1CCN(c2nc3ccc(Cl)cc3n3cnnc23)CC1	-1	-2	2
Cc1cncc(CN2CCC(=C3c4ccc(Cl)cc4CCc4cccnc43)CC2)c1	-11	5	-6
O=C(c1csc(CSc2nnc(-c3cccnc3)n2-c2ccccc2F)n1)N1CCN(c2cccc(Cl)c2)CC1	-4	4	-5
Cc1cc(-c2nnc(NC(=O)C3CC3)o2)n(C)n1	-2	-2	4
CCCSc1nnc(NC(=O)c2ccc(F)cc2)s1	-2	0	-6
Cn1cc(-c2cc3c(Nc4cccc(C(F)(F)F)c4)nccc3[nH]2)cn1	-7	7	-6
CC1CN(S(=O)(=O)c2cccc(C(=O)OCc3cc(-c4ccccc4)no3)c2)CC(C)O1 (stereo unspecified)	·	2	-6
COc1ccc(OC)c(/C=C2\C(=O)N(c3cccc(Cl)c3)N=C2C)c1	-8	-3	-4
CCCCC(CC)C(=O)Nc1c(-c2cc(F)ccc2F)nc2ccccn12 (stereo unspecified)	-8	-11	-10
CN(CC(=O)NC1CCCCC1)C1CCS(=O)(=O)C1 (stereo unspecified)	-9	-1	-8
Cc1cc(COC(=O)c2ccccc2NC(=O)NC(C)C)no1	·	0	5
COC(=O)C1=C(C)OC(=N)C(C#N)C1c1ccc2c(c1)OCO2 (stereo unspecified)	-2	8	-7
CC1(NC(=O)NC2(C)CCS(=O)(=O)C2)CCS(=O)(=O)C1 (stereo unspecified)	·	0	-15
O=C(c1ccccc1O)N1N=C(C2CCCCC2)CC1(O)C(F)(F)F (stereo unspecified)	·	8	-7
CN(C)c1ncc2c(n1)CCCC2NC12CC3CC(CC(C3)C1)C2 (stereo unspecified)	·	14	-12
Cc1cc(C)cc(CC(=O)N2CCC2(C)C(=O)NS(=O)(=O)c2ccccc2Cl)c1 (stereo unspecified)	·	2	-8
CCCCOc1ccc(C(=O)N2CCN(C(=O)CCCCSc3nnc(Cc4ccccc4)n3-c3ccc(Cl)c(Cl)c3)CC2C)cc1 (stereo unspecified)	-4	14	-3
CCN1CCN(Cc2cc(C(=O)N3CC=CCC3)no2)CC1	·	3	-6
NC(=O)c1c(NC(=O)CN2CCOCC2)sc2c1CCC2	·	2	-8
CCN(CC)S(=O)(=O)N1CCN(S(=O)(=O)c2ccc(C)cc2)CC1	·	-1	-4
CC1C(=O)N(c2ccc(F)c(Cl)c2)CCN1C(=O)c1ccc(Cl)c(Cl)c1 (stereo unspecified)	1	-2	-1
Cc1nc(-c2cccs2)c(CCC(=O)Nc2ccccc2OC(C)C)s1	-5	·	-3

Reformatted: results already given.
CCN(CC)S(=O)(=O)N1CCN(S(=O)(=O)c2ccc(C)cc2)CC1
  mcGAS inh = ·
  NPYLR7 ag = -1
  hcGAS inh = -4
CCN1CCN(Cc2cc(C(=O)N3CC=CCC3)no2)CC1
  mcGAS inh = ·
  NPYLR7 ag = 3
  hcGAS inh = -6

In another format: entries from further up
Cc1cc(COC(=O)c2ccccc2NC(=O)NC(C)C)no1
  mcGAS inh = ·; NPYLR7 ag = 0; hcGAS inh = 5
NC(=O)c1c(NC(=O)CN2CCOCC2)sc2c1CCC2
  mcGAS inh = ·; NPYLR7 ag = 2; hcGAS inh = -8
Cc1cc(C)cc(CC(=O)N2CCC2(C)C(=O)NS(=O)(=O)c2ccccc2Cl)c1 (stereo unspecified)
  mcGAS inh = ·; NPYLR7 ag = 2; hcGAS inh = -8
CC1C(=O)N(c2ccc(F)c(Cl)c2)CCN1C(=O)c1ccc(Cl)c(Cl)c1 (stereo unspecified)
  mcGAS inh = 1; NPYLR7 ag = -2; hcGAS inh = -1

Structural class: the entries above containing a thiophene ring, fused or not (three)
SMILES	mcGAS inh	NPYLR7 ag	hcGAS inh
Cc1cc(C)n(Cc2cc(C(=O)N(C)C(C)c3cccs3)n[nH]2)n1 (stereo unspecified)	·	13	-8
NC(=O)c1c(NC(=O)CN2CCOCC2)sc2c1CCC2	·	2	-8
Cc1nc(-c2cccs2)c(CCC(=O)Nc2ccccc2OC(C)C)s1	-5	·	-3

(next part)
SMILES	mcGAS inh	NPYLR7 ag	hcGAS inh
Clc1cnc(NN=Cc2ccco2)c(Cl)c1	·	-15	-8
Cc1cccc(-n2c(C)cn3c4c(=O)n(CC(=O)C(C)(C)C)c(=O)n(C)c4nc23)c1C	·	-1	-1
COc1ccccc1NS(=O)(=O)c1cccc(Cl)c1Cl	·	0	4
Cc1nn(C)c2ncc(C(=O)O)c(N3CCOC(c4ccc(F)cc4)C3)c12 (stereo unspecified)	-12	3	-2
CC1CCCCN1CCCNC(=O)c1cc(-c2ccccc2F)nc2cc(C(C)(C)C)nn12 (stereo unspecified)	-3	-2	0
CCOC(=O)CN(C(=O)CNC(C)(C)CC)c1ccccc1	·	1	-9
Cc1cc(-c2nnc(NC(=O)c3nc4ccccc4s3)o2)nn1C	-7	-10	-3
Cc1csc(C(=O)N(CCC#N)CC2CCCO2)c1 (stereo unspecified)	·	11	-9
COc1cccc(C(=O)CSc2nnc(NC(=O)c3cccc(Cl)c3)s2)c1	-3	21	-5
CC1=C(C(=O)OC(C)C)C(c2ccccc2Cl)C2=C(CCCC2=O)N1 (stereo unspecified)	-4	-2	-9
COC(=O)C1=C(C)NC2=C(C(=O)CC(c3ccccc3)C2)C1c1ccccc1OC(C)C (stereo unspecified)	·	6	-6
CCN1C(=O)NC(=O)C12CCN(Cc1cc3n(n1)CCNC3)CC2	·	8	-6

The list goes on (three carried over from the part before).
SMILES	mcGAS inh	NPYLR7 ag	hcGAS inh
CC1=C(C(=O)OC(C)C)C(c2ccccc2Cl)C2=C(CCCC2=O)N1 (stereo unspecified)	-4	-2	-9
COC(=O)C1=C(C)NC2=C(C(=O)CC(c3ccccc3)C2)C1c1ccccc1OC(C)C (stereo unspecified)	·	6	-6
CCN1C(=O)NC(=O)C12CCN(Cc1cc3n(n1)CCNC3)CC2	·	8	-6
CS(=O)(=O)NCCNC(=O)c1ccc(NC(=O)C2CCCC2)cc1	·	-9	-6
CC1CCCN(CCNC(=O)c2ccc(NC(=O)NC3CC3)cc2)C1 (stereo unspecified)	·	10	-8
COc1cccc(Cc2nsc(Oc3cccc(C(=O)NC4CC4)c3)n2)c1	-3	20	-5
Cc1cc(C)c2nc(N)sc2c1	-2	2	0
COCCN1N=C(c2ccccc2)Cn2c1nc1c2c(=O)n(CCOC)c(=O)n1C	-9	5	-1
Cc1ccsc1CN(Cc1ccc2c(c1)OCO2)C(=O)CN(C(=O)c1cccs1)C1CC1	-7	·	-9
O=C(C1CCOC1)N1CCC(n2cnc3cc(C(F)(F)F)ccc32)CC1 (stereo unspecified)	-8	8	-4
CC(NC(=O)c1cc(Cl)ccc1Cl)c1ccc(NC(N)=O)cc1 (stereo unspecified)	·	4	-2
O=c1c2cc(O)c(O)cc2oc2cc(O)c(C3O[C@H](CO)[C@H](O)[C@@H](O)[C@H]3O)c(O)c12 (stereo partly specified)	·	3	26
Cc1ccc(NC(=O)Nc2ccc(N3CCCCC3)c(C(=O)NC(C)c3ccccc3)c2)c(C)c1 (stereo unspecified)	-1	-2	6
COC(=O)c1ccccc1NC(=O)c1nnn(-c2ccc(C(C)C)cc2)c1C	-6	8	-4
Cc1ccc(-c2nc(C)cc(N3CCNCC3)n2)cc1	·	-5	-3
Cc1nc(CN2CCN(CC3=CC[C@H]4C[C@@H]3C4(C)C)CC2)cs1	-4	·	-10
COC(=O)c1cnc(NC(=O)c2ccc(-c3ccccc3[N+](=O)[O-])o2)s1	-6	9	-8
COc1ccc(-c2cc3nc(C)cc(NC(C)c4ccccc4)n3n2)cc1OC (stereo unspecified)	-6	5	-7
CC1CC1C(=O)NCc1cc(F)cc(Br)c1 (stereo unspecified)	·	4	-7
Cn1c(N)c(C(=O)CSC2=NCCS2)c(=O)n(C)c1=O	-4	8	-4
CC(=O)N1N=C(c2ccc(Cl)cc2)CC1c1cn(-c2ccccc2)nc1C (stereo unspecified)	-2	5	-5
CN(CN1C(=O)CC2(CCCC2)C1=O)C1C2CC3CC(C2)CC1C3 (stereo unspecified)	·	1	-3
COc1cc(/C=C2N=C(/C=C/c3ccc(Cl)cc3)OC/2=O)ccc1OC(C)=O	0	-4	-4
O=C(C(Cl)Cl)N(CC(=O)N1CCc2sccc2C1c1ccc(Cl)cc1Cl)Cc1ccco1 (stereo unspecified)	0	-2	0
Cc1[nH]c2c(c1C(=O)N1CCCC(CCc3ccccc3F)C1)C(=O)CCC2 (stereo unspecified)	·	8	-6
CCN(CCOc1ccccc1F)c1c(N)n(Cc2ccccc2)c(=O)[nH]c1=O	-12	1	-4
CCOC(=O)c1c(NC(=O)C(C)C)sc(C(C)=O)c1C	3	0	12
CCOC(=O)C1(Cc2ccc(Cl)cc2)CCN(C(=O)C2CC23CCCC3)CC1 (stereo unspecified)	·	15	-5
Cc1nc(CC(=O)N2CCCC(CCC(=O)N3CCN(c4ccccn4)CC3)C2)cs1 (stereo unspecified)	·	2	3
CCOC(=O)NN=C1CC(C)CC(C)(C)C1 (stereo unspecified)	-6	-3	-6
CCNc1nnc(SCC(=O)c2c(N)n(C3CC3)c(=O)[nH]c2=O)s1	·	-2	1
C=CCOCCn1nc(C)cc1C	·	0	-2
CNC(=S)NN=C(C)c1ccc(C(C)(C)C)cc1	·	1	-2
COc1ccccc1Oc1ncccc1CNC(=O)c1c(Cl)cnn1C	·	-5	7
Cc1nc(S(=O)(=O)N(CCc2ccccc2)C2CCN(C)CC2)cn1C	·	4	-1
CCn1cc(CN2CCC(C(=O)Nc3ccc(Oc4ccccc4F)cc3)CC2)cn1	·	16	-10
NC(CCc1ccccc1)c1csc(Nc2cnccn2)n1 (stereo unspecified)	·	0	-7
COc1cn(CC(=O)Nc2ccc(Cl)cc2)c(CN2CCC(C)CC2)cc1=O	-8	-1	-5
O=C(CCc1nc(-c2ccoc2)no1)NC1CC1C1CCCCC1 (stereo unspecified)	·	2	-4
COc1cccc(-n2nnc3c(N4CCN(C(=O)c5ccccc5SC(F)F)CC4)ncnc32)c1	-7	-5	-6
